Screening results deposited in PubChem BioAssay by Sanford-Burnham Center for Chemical Genomics.
PfGluPho inh: PfG6PD (Plasmodium falciparum) enzyme inhibition; PfGluPho enzyme, NADPH resazurin-diaphorase fluorescence; inhibition, % at 20 µM; actives 0.78% (n = 350,000); AID 504690;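 active = inhibition reaching at least a set limit at 20 µM in the primary screen, cut at about 59% in these data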;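 also: 0% = DMSO wells with substrate and 100% = DMSO wells lacking glucose-6-phosphate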
SENP6 inh: SENP6 protease inhibition; actives 1.8% (n = 330,000); AID 2599; Recombinant SENP6 catalytic domain, aminoluciferin luminescence; inhibition, % at 10 µM;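 active = inhibition above about 50% at the single tested dose, limit read from the data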;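 also: plate controls were DMSO wells with enzyme for no effect and DMSO wells lacking enzyme for full effect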
Target sequence (Q9GZR1 628-1112 limits assumed): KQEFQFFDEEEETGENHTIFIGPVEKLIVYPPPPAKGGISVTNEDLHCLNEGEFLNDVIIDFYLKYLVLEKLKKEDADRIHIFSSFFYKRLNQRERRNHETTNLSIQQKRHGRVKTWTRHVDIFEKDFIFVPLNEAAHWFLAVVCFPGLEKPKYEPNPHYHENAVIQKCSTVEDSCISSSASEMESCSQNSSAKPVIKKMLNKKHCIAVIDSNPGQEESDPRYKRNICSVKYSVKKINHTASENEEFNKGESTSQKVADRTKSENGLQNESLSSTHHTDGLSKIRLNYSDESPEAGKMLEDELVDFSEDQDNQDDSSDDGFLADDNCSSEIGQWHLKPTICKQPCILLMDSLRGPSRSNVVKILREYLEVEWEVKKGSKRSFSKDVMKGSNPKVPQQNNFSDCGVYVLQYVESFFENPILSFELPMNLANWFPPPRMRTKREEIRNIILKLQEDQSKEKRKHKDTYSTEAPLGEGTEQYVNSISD
SENP7 inh: inhibitors of human SENP7 protease; AID 434973; inhibition, % at 5 µM; recombinant SENP7, Z-RLRGG-aminoluciferin luminescence, 40 min; actives 1.5% (n = 330,000); Q9BQF6;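 active = inhibition above about 50% at the single test dose, limit read from the data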;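 also: plate controls were DMSO with enzyme for no effect and no enzyme buffer wells for full effect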
MIN6 prolif: MIN6 beta-cell proliferation induction. actives 0.29% (n = 330,000). proliferation, % at 10 µM. MIN6 cells proliferation, ATPlite luminescence, 48 h; cells starved in 0.2% serum; 100% = growth in 10% serum;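 active = compounds whose signal lies at least 3.5 SD above the mean of all wells on their plate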;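 also: 0% = DMSO-treated cells in low-serum medium and 100% = 10% serum control; some compounds called inactive have numbers as strong as hits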
HKDC1 inh: inhibitors of human hexokinase HKDC1; inhibition, % at 20 µM; actives 0.16% (n = 340,000); AID 493160; recombinant HKDC1, G6PDH/diaphorase resazurin coupled fluorescence;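 active = inhibition above about 35% when tested at 20 µM, limit read from the data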;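 also: plate controls were DMSO wells with enzyme for no effect and DMSO wells lacking enzyme for full effect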
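Incubation: 90 min at room temperature in dark / Material: recombinant HKDC1 (HK5) hexokinase enzyme, produced in-house / Quantity: enzyme 5 µg/mL final / Compound: one dose of 20 µM, 1% DMSO / Reagent: glucose and ATP substrates / Buffer or medium: Tris pH 8.0 buffer with MgCl2, Tween-20, BSA, BME / Technique: resorufin fluorescence at 613 nm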
SENP1 FRET inh: blocks the human SENP1 SUMO protease catalytic domain. recombinant SENP1 catalytic domain, CyPet-SUMO1-YPet FRET cleavage. inhibition, % at 10 µM. actives 0.21% (n = 360,000). AID 624204;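 active = inhibition at least 30% at 10 µM, raw YFP signal under a set limit, fluorescence ratio 0.5 to 1.5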;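 also: 0% = enzyme with DMSO and 100% = no enzyme wells; some results filed as inactive read as strong as hits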
Target sequence (Q9P0U3 419-644 limits assumed): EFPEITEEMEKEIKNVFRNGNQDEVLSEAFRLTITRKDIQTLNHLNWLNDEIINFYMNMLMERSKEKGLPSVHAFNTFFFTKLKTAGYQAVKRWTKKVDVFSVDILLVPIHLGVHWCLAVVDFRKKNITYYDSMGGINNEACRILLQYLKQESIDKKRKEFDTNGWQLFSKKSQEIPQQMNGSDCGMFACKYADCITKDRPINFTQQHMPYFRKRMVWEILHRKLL
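Assay system – human recombinant His6-tagged SENP1 catalytic domain enzyme · Input – SENP1 enzyme, 20 pM final · Buffer or medium – Tris pH 8 buffer plus EDTA, NaCl, BME, BSA, NP40, catalase · Schedule – 50 min reaction at room temperature · Technique – FRET read of cyan and yellow fluorescence · Control set – no-enzyme wells low, DMSO-plus-enzyme wells high control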
UBC13 inh: human UBC13 polyubiquitination inhibition; P61088; UBC13 polyubiquitin chain formation, TR-FRET; inhibition, % at 20 µM; actives 0.47% (n = 330,000); AID 485273; in the data active = inhibition above about 45%, passing the limit was not always enough
Target sequence (P61088 whole entry, looked up): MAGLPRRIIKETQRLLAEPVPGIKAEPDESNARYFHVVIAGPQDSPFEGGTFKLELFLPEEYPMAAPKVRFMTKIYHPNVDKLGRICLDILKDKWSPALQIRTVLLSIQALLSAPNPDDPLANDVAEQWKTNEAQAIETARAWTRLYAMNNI
SENP8 block-1: inhibitors of human SENP8 protease. inhibition, % at 10 µM. AID 2540. purified SENP8, Z-RLRGG-aminoluciferin cleavage, luminescence. Q96LD8. actives 1.2% (n = 330,000); in the data active = inhibition above about 50%
SENP8 block-2: inhibitors of human SENP8 protease; recombinant SENP8, Nedd8 substrate fluorescence; actives 0.64% (n = 360,000); inhibition, % at 20 µM; AID 602440; in the data active = inhibition mostly above about 40%, no sharp cut-off; inactive = mostly below about 27%
Numbers without * were called inactive; . = no result given.

SMILES	PfGluPho inh	SENP6 inh	SENP7 inh	MIN6 prolif	HKDC1 inh	SENP1 FRET inh	UBC13 inh	SENP8 block-1	SENP8 block-2
CCOC(=O)[C@H]1[C@H]2COc3ccc(Br)cc3[C@@H]2N2C(=O)CN(CC3CCCO3)C(=O)[C@@]12C (stereo not given in full)	-8	-12	1	1	-2	-3	1	-5	14
COc1ccc2nc(SCC(=O)NN)cc(C)c2c1	1	-2	3	4	-2	2	-4	-5	2
CC(=O)Nc1ccc(S(=O)(=O)NCCC(=O)OC(C)C(=O)NC2(C#N)CCCCC2)cc1 (stereo not given)	-18	-2	9	3	-4	-3	4	2	5
N#Cc1cc2cc3c(cc2nc1SCC(=O)N1CCCC1)OCCO3	8	-17	0	-2	2	-6	-5	-1	-144
Cc1cnc(C(=O)OC(C)C(=O)NCc2ccccc2)cn1 (stereo not given)	-9	-1	1	1	0	-1	-1	10	5
O=C(Cn1cnc2cc([N+](=O)[O-])ccc2c1=O)Nc1cccc(S(=O)(=O)N2CCOCC2)c1	19	9	0	0	-4	-36	-5	3	-60
CCOC(=O)c1cnc2c(-c3ccccc3)c(C)nn2c1N	-3	-14	1	1	6	-1	9	-7	-346
Clc1ccc(-c2ccc(CNCC3CCCO3)o2)cc1 (stereo not given)	1	1	-5	-1	2	1	4	-4	10
CC1CCCCC12NC(=O)N(CC(=O)Nc1nccs1)C2=O (stereo not given)	2	-1	-5	-3	-8	0	-22	-13	8
CN(CC(=O)Nc1ccccc1Cl)C(=O)COC(=O)c1nc(Cl)c(Cl)c(Cl)c1Cl	8	4	4	-6	13	2	-4	-1	5

Sorted by SMILES length (largest number first): some entries from above.
SMILES	PfGluPho inh	SENP6 inh	SENP7 inh	MIN6 prolif	HKDC1 inh	SENP1 FRET inh	UBC13 inh	SENP8 block-1	SENP8 block-2
CCOC(=O)c1cnc2c(-c3ccccc3)c(C)nn2c1N	-3	-14	1	1	6	-1	9	-7	-346
Clc1ccc(-c2ccc(CNCC3CCCO3)o2)cc1 (stereo not given)	1	1	-5	-1	2	1	4	-4	10
COc1ccc2nc(SCC(=O)NN)cc(C)c2c1	1	-2	3	4	-2	2	-4	-5	2

Other entries
SMILES	PfGluPho inh	SENP6 inh	SENP7 inh	MIN6 prolif	HKDC1 inh	SENP1 FRET inh	UBC13 inh	SENP8 block-1	SENP8 block-2
COc1ccc(Cl)cc1NC(=O)Cn1c(C)csc1=O	7	-8	-8	-3	-5	1	6	8	8
CCOc1ccccc1N(C(=O)c1snc(C(N)=O)c1N)C(CC)C(=O)NC1CCCC1 (stereo not given)	3	9	6	0	-5	-9	-5	0	-312
O=C(CSc1ncnc2c1cnn2-c1ccccc1Cl)N1CCN(C(=O)c2ccco2)CC1	-1	-3	-4	-1	-1	-5	-6	-7	8
CCNC(=O)C(C)NC(=O)C1=NN(c2ccccc2)C(=O)CC1 (stereo not given)	-16	4	-5	1	-1	1	-4	-7	8
O=C(OC1CCOC1=O)c1cccc(S(=O)(=O)Nc2cccc(Cl)c2)c1 (stereo not given)	-6	5	3	0	-2	1	9	0	8
CSc1ccccc1C(=O)NCCc1ccc(S(=O)(=O)N2CCCCC2)cc1	0	4	3	-2	-10	1	16	-2	17
COc1cccc(/C=C2\Sc3ccc(C(=O)NCC4CCCO4)cc3N(C)C2=O)c1 (stereo not given)	9	-8	-6	-4	3	1	-7	-13	-32
N#Cc1cnn(Cc2ccccc2)c1N	-5	-12	-9	-3	-4	0	6	-3	4
CCN1CCN(Cc2cc(=O)oc3cc(C)cc(C)c23)CC1	-14	4	-2	-2	-8	1	-4	2	18
CCO[C@H]1OC(C(=O)N2CCCCCCC2)=C[C@@H](c2csc3ccccc23)[C@@H]1CCCO	25	-9	1	4	2	-1	6	1	18
COCCNC(=O)COC(=O)C1=Cc2ccccc2OC1	7	-11	-2	-1	-6	0	0	10	-76
O=C(Cn1ncc2c(=O)oc3ccccc3c21)N1CCN(c2ccccn2)CC1	-7	-15	-4	0	-1	1	-6	-12	-27
CC(C)Cc1nnc(NC(=O)c2cccc(S(=O)(=O)N3CCN(C)CC3)c2)s1	-12	-9	-1	-3	-4	1	6	3	5
O=c1c2ccccc2c(-c2ccccc2)nn1Cc1ccccc1	-31	5	2	1	-5	1	7	3	10
CCOCCCNC(=O)C1CCN(S(=O)(=O)c2ccc(C)cc2)CC1	3	1	3	1	13	2	5	0	20
Cc1cc(S(=O)(=O)Nc2ccc3c(c2)n(C)c(=O)n3C)ccc1F	26	1	1	0	-2	-42	11	7	7
Cc1cc(C)c(C(=O)CSc2nnc(C)s2)c(C)c1	12	-17	-1	0	-4	1	-5	-10	12
CN(C)C(=O)N1CCC(C(=O)NCc2ccc(F)cc2Cl)CC1	-6	3	4	-3	-3	2	3	1	7
COc1ccccc1C(=O)Nc1ccc(C)cc1C(=O)c1ccccc1	-28	-2	-1	0	-9	2	11	-3	28
CCOC(=O)c1c(C)[nH]c(C)c1C(=O)COC(=O)/C=C/c1ccc(OC)cc1	24	-6	-1	-4	1	1	2	-3	1
N#CCCN(C(=O)COC(=O)CCc1c[nH]c2ccccc12)c1ccc(F)cc1	2	-1	7	-5	-1	1	-2	5	2
Cc1nn(CC(=O)NCC(C)c2ccccc2)c(=O)c2cccn12 (stereo not given)	4	3	-6	1	-2	2	2	15	8
CN(Cc1ccccc1)C(=O)c1nc[nH]c1C(=O)N(C)Cc1ccccc1	4	2	8	1	-4	3	5	-2	13
Clc1ccccc1OCc1nnc2n1CCCCC2	-5	3	2	-1	0	0	-1	-7	21
CCCCN(C(=O)C(C)Oc1ccc(Cl)cc1)c1c(N)n(CCCC)c(=O)[nH]c1=O (stereo not given)	-7	-16	2	1	-4	-1	-2	-3	-2
NCCCSC1=NCCCN1	10	-6	4	1	16	-1	2	-2	24
CN1CCc2nc(NC(=O)COc3ccc(C#N)cc3)sc2C1	-15	-3	1	-3	-1	-122	4	2	-165
Cc1ccc(NC(=O)COC(=O)CNC(=O)c2ccco2)cc1	-3	-6	11	-2	-8	4	-10	2	11
C/C=C/C1=CC(=O)C[C@H](c2ccc(F)cc2)C1	2	8	3	-1	-2	-3	-1	2	14
CCC(=O)NNc1nc2c(F)cc(F)cc2s1	5	4	6	-1	-3	1	10	7	20
NCCCCCc1nnc(SCc2ccccc2Cl)o1	-1	13	3	-2	-5	0	6	6	16
CC(C)(C)OC(=O)N1CCC(C(=O)Nc2ccc(C(=O)N3CCOCC3)cc2)CC1	-3	-9	-10	0	-6	4	-6	-4	4
CCNc1nc(CN2CCCCC2)nc2scc(-c3ccccc3)c12	-8	-20	-9	-6	-2	-15	3	-6	-11
CCOc1ccc(S(=O)(=O)Nc2ccc(C(=O)NCC(c3ccco3)N(C)C)cc2)cc1 (stereo not given)	-20	5	-6	4	3	-3	3	9	-6
COCCN(C(=O)Nc1ccccc1)c1ccccc1	-17	-1	-1	1	5	-1	1	6	16
COc1ccc(CCC(=O)N2CC(C)OC(C)C2)cc1 (stereo not given)	-1	5	5	-2	-8	-1	8	8	12
O=C1NC[C@H](Cc2ccccc2)N(CCc2cccc(F)c2)C1=O	-5	-11	-6	2	-4	1	10	0	12
COc1ccc(N2CCN(C(CNC(=O)c3cccs3)c3ccco3)CC2)cc1 (stereo not given)	-3	-5	5	2	0	1	2	-4	8
O=C(Nc1ccc(-n2cc(Cl)cn2)cc1)c1ccncc1	28	20	-3	-2	-2	1	3	7	7
O=C(Nc1ccccc1)Oc1ccc[nH]c1=O	28	74*	44	-3	6	3	-1	11	18

Reformatted: results already given.
Fields – PfGluPho inh | SENP6 inh | SENP7 inh | MIN6 prolif | HKDC1 inh | SENP1 FRET inh | UBC13 inh | SENP8 block-1 | SENP8 block-2
O=C(CSc1ncnc2c1cnn2-c1ccccc1Cl)N1CCN(C(=O)c2ccco2)CC1
  -1 | -3 | -4 | -1 | -1 | -5 | -6 | -7 | 8
CC1CCCCC12NC(=O)N(CC(=O)Nc1nccs1)C2=O (stereo not given)
  2 | -1 | -5 | -3 | -8 | 0 | -22 | -13 | 8
Cc1cc(S(=O)(=O)Nc2ccc3c(c2)n(C)c(=O)n3C)ccc1F
  26 | 1 | 1 | 0 | -2 | -42 | 11 | 7 | 7
CCCCN(C(=O)C(C)Oc1ccc(Cl)cc1)c1c(N)n(CCCC)c(=O)[nH]c1=O (stereo not given)
  -7 | -16 | 2 | 1 | -4 | -1 | -2 | -3 | -2
CC(=O)Nc1ccc(S(=O)(=O)NCCC(=O)OC(C)C(=O)NC2(C#N)CCCCC2)cc1 (stereo not given)
  -18 | -2 | 9 | 3 | -4 | -3 | 4 | 2 | 5
NCCCCCc1nnc(SCc2ccccc2Cl)o1
  -1 | 13 | 3 | -2 | -5 | 0 | 6 | 6 | 16
N#Cc1cc2cc3c(cc2nc1SCC(=O)N1CCCC1)OCCO3
  8 | -17 | 0 | -2 | 2 | -6 | -5 | -1 | -144

(continued)
SMILES	PfGluPho inh	SENP6 inh	SENP7 inh	MIN6 prolif	HKDC1 inh	SENP1 FRET inh	UBC13 inh	SENP8 block-1	SENP8 block-2
Cc1ccc2nc(C(F)C(F)(F)F)[nH]c2c1 (stereo not given)	-12	-9	13	0	-10	-20	-2	5	-90
COC(=O)c1ccc(Cl)cc1N(Cc1c(F)cccc1Cl)S(C)(=O)=O	-4	-12	-9	-2	1	9	-1	-13	15
CCN(C(=O)CSc1nc2ccccc2n1CC)C1CCS(=O)(=O)C1 (stereo not given)	-14	-5	-6	1	-1	0	-1	3	-10
Cc1ccccc1OCC(O)Cn1c2ccccc2c2ccccc21 (stereo not given)	37	-28	3	-5	0	1	11	-1	-10
COc1ccc(Cl)cc1NC(=O)CN(C)C(=O)Cn1cnc2c1c(=O)n(C)c(=O)n2C	0	0	6	1	-1	0	1	-1	12
Cc1ccc2c(c1)/C(=N/OS(=O)(=O)c1ccccc1)CCS2	10	-2	-5	-1	-1	-11	0	-2	-5
C#CCOCCOCCOCCNc1nc(N2CCN(C(=O)[C@H](CCC(=O)O)n3cc(C(N)CC(C)C)nn3)CC2)nc(N2CCN(C(=O)[C@H](Cc3cc4ccccc4[nH]3)n3cc(C(N)[C@H](C)CC)nn3)CC2)n1 (stereo not given in full)	26	-11	-6	-1	1	.	5	0	.
C=CCn1c(N)c(C(=O)Nc2ccc(C)cc2)sc1=S	23	-3	-3	0	-3	-2	-3	-7	26
COC(=O)c1c(C)oc(C)c1S(=O)(=O)N(C)C1CCCCC1	-8	-29	-5	0	2	2	3	1	4
